Screening data deposited in PubChem BioAssay by several laboratories.
ABHD5-PLIN5 inh = blocks binding of human ABHD5 to perilipin-5. Q00G26+Q8WTS1. Split G. princeps luciferase complementation, luminescence, 4 h. inhibition, % at 4 µM. 0.78% of 360,000 active. AID 602281;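 active = inhibition above the mean inhibition across every tested compound plus 3 SD, cut at about 22% in these data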;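 note: 0% = DMSO only wells and the 100% control is not disclosed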
MC4R antag cAMP = blocks human MC4R cAMP signaling; MC4R-expressing cells, MTII-stimulated cAMP, LANCE TR-FRET; inhibition, % at 6.5 µM; 0.48% of 360,000 active; AID 540295;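 active = inhibition above its plate's cutoff, the mean of tested wells on that plate plus 3 SD, cut at about 29% in these data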;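 note: 0% = Melanotan II alone and 100% = Melanotan II plus saturating MCL0020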
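Assay system: U2OS-MC4R stable cell line; Also added: Melanotan II; Technique: Eu-cAMP/anti-cAMP TR-FRET, emission 671 nm; Times: 30-min compound, 1-h challenge, 1-h detection, room temperature.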
ABCB6 inh MLPCN = blocks the human ABCB6 transporter. K562-ABCB6 porphyrin accumulation, flow cytometry, 1 h; hits give low values. fluorescence ratio to DMSO, % at 10 µM. 0.19% of 360,000 active;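 active = fluorescence ratio to DMSO below 75%, the collection mean minus 3 SD; inconclusive = too few cells collected in the well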;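 note: signal is porphyrin accumulated inside mitochondria; 100% equals median channel fluorescence of DMSO control wells; lower ratio means ABCB6 inhibition with less porphyrin fluorescence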
Target sequence (Q9NP58 whole entry, looked up): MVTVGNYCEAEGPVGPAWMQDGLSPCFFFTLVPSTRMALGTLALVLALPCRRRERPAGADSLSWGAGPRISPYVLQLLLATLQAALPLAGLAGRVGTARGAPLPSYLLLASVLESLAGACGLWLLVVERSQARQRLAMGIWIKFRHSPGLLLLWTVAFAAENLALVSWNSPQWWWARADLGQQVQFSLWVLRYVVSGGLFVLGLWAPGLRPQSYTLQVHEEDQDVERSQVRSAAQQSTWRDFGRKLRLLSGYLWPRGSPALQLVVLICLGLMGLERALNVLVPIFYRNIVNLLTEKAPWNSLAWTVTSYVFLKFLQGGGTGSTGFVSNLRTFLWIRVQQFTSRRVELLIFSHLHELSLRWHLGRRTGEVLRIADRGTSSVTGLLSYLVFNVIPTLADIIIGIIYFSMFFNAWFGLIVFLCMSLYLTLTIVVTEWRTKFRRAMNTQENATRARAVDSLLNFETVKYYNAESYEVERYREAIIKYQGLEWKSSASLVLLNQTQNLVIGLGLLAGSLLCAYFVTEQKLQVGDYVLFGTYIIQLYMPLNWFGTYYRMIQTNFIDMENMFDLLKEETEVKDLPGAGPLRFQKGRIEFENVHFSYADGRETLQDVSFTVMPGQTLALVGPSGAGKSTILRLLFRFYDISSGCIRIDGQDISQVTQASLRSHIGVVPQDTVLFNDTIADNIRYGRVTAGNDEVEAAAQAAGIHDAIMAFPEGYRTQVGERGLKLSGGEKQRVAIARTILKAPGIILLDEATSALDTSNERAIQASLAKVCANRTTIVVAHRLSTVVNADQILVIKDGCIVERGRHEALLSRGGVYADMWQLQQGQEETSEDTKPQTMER
MC4R ag barr = agonists of human melanocortin 4 receptor (MC4R) beta-arrestin | 0.98% of 360,000 active | activation, % at 8.9 µM | U2OS MC4R beta-arrestin complementation, luminescence; percent of melanotan II response, DMSO zero | AID 540308;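 active = activation above a per-plate cutoff, the mean activation of sample wells on that plate plus 3 SD, cut at about 8% in these data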
Glyco luc inh = N-linked glycosylation inhibition. AID 588692. reporter increase, % at 12.5 µM. 0.23% of 360,000 active. D54 ERlucT glycosylation luciferase reporter, 24 h; percent of 100 nM tunicamycin response;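 active = mean luciferase reporter signal, scaled so untreated is 0 and the glycosylation-blocking control 100, at or above a set limit in every replicate; inconclusive = mean reaches the limit but not every replicate does; inactive = mean below the limit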;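 note: luciferase carries N-glycosylation sites so blocking glycosylation raises the light; 0% = median of neutral control wells and 100% = median of 100 nM tunicamycin wells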
Vif imaging = blocks HIV Vif function. HEK293T cells, Vif self-association by quenched fluorescence, imaging, 24 h. inhibition, % at 7.49 µM. 0.35% of 340,000 active; in the data active = inhibition above about 50%, passing the limit was not always enough; inconclusive = no clear call, values can overlap the other calls; inactive = below about 31%; note: some results filed as inactive read as strong as hits
aDG glyco act = increases alpha dystroglycan glycosylation | 0.22% of 360,000 active | AID 624168 | activation, % at 10 µM | Pro5-aDG cells, alpha-DG glycosylation AlphaScreen (IIH6); 0% Pro5, 100% B10-LARGE cell signal;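 active = activation of at least 8% versus controls, or a plate z-score of at least 8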;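 note: Pro5 are CHO cells carrying HIG-tagged alpha-DG that lacks glycosylation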
TLR9-MyD88 inh = TLR9-MyD88 interaction inhibition | AID 504734 | 0.21% of 340,000 active | Q9NR96+Q99836 | CHO BLA complementation TLR9-MyD88, CCF4 FRET ratio | inhibition, % at 4.98 µM;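 active = inhibition above the mean over all tested compounds plus 3 SD, cut at about 21% in these data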;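 note: 0% = DMSO only wells and 100% = clavulanate BLA inhibitor control wells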
Exocytosis inh = lytic granule exocytosis inhibition. TALL-104 LAMP-1 surface exposure, flow cytometry; cells stimulated with thapsigargin and PMA. inhibition, % at 10 µM. 0.66% of 360,000 active. AID 651702;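 active = inhibition above about 55%, limit read from the data; inconclusive = no clear call, values can overlap the other calls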
NOD2-RIPK2 inh = blocks binding of human NOD2 to RIPK2. O43353. inhibition, % at 4.98 µM. 0.38% of 360,000 active. CHO BLA complementation NOD2-RIPK2, CCF4 ratio; in the data active = inhibition above about 21%;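 note: 0% = vehicle only and 100% = reference blocker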
Numbers without * were called inactive; ? = inconclusive; . = no result given. Some of the compounds tested (hit frequency here may not be typical).

cpd | ABHD5-PLIN5 inh | MC4R antag cAMP | ABCB6 inh MLPCN | MC4R ag barr | Glyco luc inh | Vif imaging | aDG glyco act | TLR9-MyD88 inh | Exocytosis inh | NOD2-RIPK2 inh | SMILES
1 | 4 | 16 | 97 | 1.4 | -7 | -9 | -0.1 | -2 | 7 | -13 | COc1ccc(NC(=O)C2CCC(C(C)(C)C)CC2)cc1S(=O)(=O)N1CCCCC1 (configuration not stated)
2 | 2 | 8 | 100 | 0.8 | 1 | 1 | 0.0 | 3 | 2 | 3 | Cn1nccc1/C=N\NC(=O)c1ccc(Cl)cc1
3 | -4 | 5 | 101 | -1.2 | 1 | -8 | -0.1 | 1 | 4 | 12 | CC(=O)c1ccc(-n2c(CCC(=O)O)ccc2-c2ccc(Br)cc2)cc1
4 | -6 | 12 | 99 | -1.2 | 0 | -2 | 0.0 | -1 | 5 | 2 | CCOC(=O)COc1ccsc1C(=O)OC
5 | -7 | 2 | 90 | 1.1 | 1 | -3 | 0.1 | -1 | -3 | 0 | O=C(NCC(=O)N1CCCC1)c1ccc(Cl)cc1
6 | 10 | 4 | 98 | 1.1 | 5 | . | -0.2 | 5 | -5 | 5 | O=[N+]([O-])c1cc([N+](=O)[O-])c(N2CCCCCC2)cc1NCCO
7 | 0 | -1 | 99 | -1.0 | -3 | 17 | 0.1 | -3 | 4 | -4 | Cc1ccc(S(=O)(=O)N(C)c2ccccc2C(=O)Nc2c(F)cccc2F)cc1
8 | -2 | 15 | 86 | 0.1 | 3 | -4 | 0.0 | -1 | -3 | 5 | CCOC(=O)C1CCCN(C(=O)CCc2nc3sc4c(c3c(=O)[nH]2)CCCC4)C1 (configuration not stated)
9 | 5 | -3 | 91 | -1.9 | -1 | 14 | 0.2 | . | -1 | -14 | CC(C)(C)CNC(=O)C1(C)CCN1C(=O)Cc1ccc(C(C)(C)C)cc1 (configuration not stated)
10 | 1 | 3 | 100 | -1.6 | 0 | 4 | 0.0 | 0 | -4 | 8 | CC(C(=O)N1CCN(Cc2ccccc2)CC1)n1ncn2cccc2c1=O (configuration not stated)
11 | -2 | 2 | 104 | -1.1 | 2 | 19 | 0.5 | 6 | -2 | 0 | CCOc1ccccc1OCCCC(=O)N1CCN(S(=O)(=O)c2ccc(Cl)cc2)CC1
12 | -9 | 2 | 87 | -4.3 | 4 | -29 | 0.1 | -6 | 16 | -1 | CCN(CC(=O)Nc1ccc(NC(C)=O)cc1)C(=O)CCCOc1ccc(C(C)(C)C)cc1
13 | -4 | 8 | 103 | -2.5 | 0 | 4 | 0.0 | -4 | -1 | -7 | O=C1C(=O)N(Cc2cccnc2)C(c2cccc([N+](=O)[O-])c2)/C1=C(\O)c1ccc2c(c1)OCCO2 (configuration not stated)
14 | -7 | -6 | 99 | 7.0 | -3 | 3 | 1.1 | -5 | 50 | 2 | CCCCCCCCNCCS(=O)(=O)NCc1ccc(OC)cc1
15 | 8 | 11 | 97 | 0.2 | 1 | 4 | -0.2 | 7 | 1 | -3 | COc1ccc(C(C)(C)C)cc1NC(=O)C1C2C=CC(C2)C1C(=O)O (configuration not stated)
16 | 6 | 6 | 104 | -0.6 | -4 | -1 | -0.1 | -12 | 0 | 15 | O=C1C=CC(=Nc2cccc3c2C(=O)c2ccccc2-3)O1
17 | 2 | -13 | 100 | -0.1 | 18 | 5 | -0.1 | -3 | -4 | -4 | Cc1cc(NC(=O)CSc2nc(-c3cccs3)nc3ccccc23)no1
18 | 11 | 13 | 97 | -2.8 | 1 | 0 | 0.1 | -2 | -19 | -3 | C=CCn1c(O)c2ccc(C(=O)N=NC(=O)COc3ccccc3F)cc2c1O
19 | 9 | . | 100 | . | -9 | -10 | -0.2 | . | 43 | -1 | CC(C)C[C@@H](CN1CCC[C@@H]1CN1C(=S)NC[C@@H]1Cc1ccc(O)cc1)N1C[C@H](Cc2ccc(O)cc2)N(CCc2ccccc2)C1=S
20 | 0 | 10 | 97 | -0.7 | 1 | 4 | 0.0 | 5 | -9 | -10 | CC(=O)N1N=C(c2ccccc2)CC1c1ccccc1 (configuration not stated)

cpd | ABHD5-PLIN5 inh | MC4R antag cAMP | ABCB6 inh MLPCN | MC4R ag barr | Glyco luc inh | Vif imaging | aDG glyco act | TLR9-MyD88 inh | Exocytosis inh | NOD2-RIPK2 inh | SMILES
21 | 7 | . | . | . | . | . | 0.4 | . | -3 | -8 | COC(=O)C[C@@H]1CC[C@H](NC(=O)Nc2ccc(OC)cc2)[C@@H](CO)O1
22 | -6 | -4 | 103 | -0.5 | 0 | 4 | -0.1 | -4 | -2 | -8 | Cc1cc(C)n(C(=O)C(C)n2nc([N+](=O)[O-])c(Br)c2C)n1 (configuration not stated)
23 | -6 | -5 | 95 | -3.6 | 1 | -2 | -0.6 | -7 | 19 | -1 | O=C(c1cc2c([nH]c1=O)CCCC2)N1CCc2c([nH]c3ccccc23)C1c1ccccc1F (configuration not stated)
24 | 0 | 8 | 100 | 0.3 | 0 | . | 0.3 | -15 | 3 | -8 | CC1=C([N+](=O)[O-])C(c2ccc(O)c(O)c2)NC(=O)N1 (configuration not stated)
25 | -7 | 1 | 99 | -0.6 | 0 | . | -0.2 | . | -2 | -16 | CC1(C(=O)NS(=O)(=O)c2ccc(Cl)s2)CCN1C(=O)C1(c2ccc(Cl)cc2)CC1 (configuration not stated)
26 | -6 | 7 | 96 | 0.9 | 2 | 2 | 0.0 | -14 | 4 | 0 | O=[N+]([O-])c1ccc(-c2ccc(S(=O)(=O)N3CCOCC3)cc2)cc1
27 | -5 | 19 | 109 | -3.4 | -1 | -1 | 0.0 | -3 | -2 | 1 | CCCCc1cc(=O)oc2c(C)c(OCC(=O)N3CCC(C(=O)O)(c4ccccc4)CC3)ccc12
28 | 11 | 7 | 98 | 0.5 | 0 | ? | 0.1 | -1 | -1 | -13 | O=C(Cn1ncc(Cl)c(Cl)c1=O)NC1CCS(=O)(=O)C1 (configuration not stated)
29 | -2 | 0 | 91 | -3.5 | 0 | 3 | -0.2 | -1 | -3 | -2 | O=C(COC(=O)c1cccnc1Cl)Nc1cccc(S(=O)(=O)N2CCCCC2)c1
30 | -1 | -6 | 96 | -1.4 | -2 | -10 | 0.0 | -2 | 5 | -1 | COc1ccc(C2=NC(C)(C)Cc3cc(OC)c(OC)cc32)cc1
31 | -4 | -1 | 92 | -1.2 | -5 | -17 | 1.0 | -10 | 1 | 3 | Cc1ccc(NC(=O)C2CCN(c3ncnc4sc(C)c(C)c34)CC2)cc1S(=O)(=O)N(C)C
32 | -2 | 7 | 103 | -1.6 | 2 | 1 | 0.3 | -2 | 2 | 0 | C=CCSc1nc2sc3c(c2c(=O)n1CC)CCc1ccccc1-3
33 | -5 | -2 | 83 | -0.8 | -1 | 17 | -0.2 | 1 | 1 | -4 | COc1ccccc1C1N(c2ccc(F)cc2)C(=O)C2CCCN21 (configuration not stated)
34 | 2 | 8 | 99 | -1.4 | -2 | -6 | 0.2 | 9 | ? | -6 | COc1ccc(/C=N/NC(=O)Cn2cnc3ccccc3c2=O)cc1
35 | -1 | 3 | 96 | -2.4 | -6 | -8 | -0.1 | 9 | 0 | -2 | CCc1ccc(Nc2nnc(SCC(=O)Nc3cccc(S(=O)(=O)NC4=NCCCCC4)c3)s2)cc1
36 | 1 | 7 | 95 | -0.1 | 2 | 0 | 0.0 | 2 | -3 | 1 | CC(NC(=O)Cc1ccccc1)c1cc2c(cc1Br)OCCCO2 (configuration not stated)
37 | 0 | 6 | 95 | -0.5 | 1 | 1 | -0.2 | 2 | 4 | -8 | O=S(=O)(c1ccc(F)cc1)N1CCC(c2nc3ccccc3[nH]2)CC1
38 | 2 | 4 | 106 | -1.5 | -2 | -3 | -0.1 | -3 | 0 | -11 | COc1ccc(Cn2cnc3sccc3c2=O)cc1
39 | -1 | -9 | 99 | -1.5 | 0 | 0 | 1.4 | -12 | -6 | 4 | CC(C)c1ccc(NC(=O)NCc2ccc(F)cc2)cc1
40 | -3 | 7 | 102 | -2.8 | -1 | 1 | 0.1 | -8 | 54 | -2 | CCOC(=O)C1(Cc2ccccc2)CCCN(CCO)C1 (configuration not stated)

cpd | ABHD5-PLIN5 inh | MC4R antag cAMP | ABCB6 inh MLPCN | MC4R ag barr | Glyco luc inh | Vif imaging | aDG glyco act | TLR9-MyD88 inh | Exocytosis inh | NOD2-RIPK2 inh | SMILES
41 | 1 | 9 | 96 | -1.8 | 0 | 3 | -0.4 | 1 | 0 | -9 | CC1=CS/C(=C(/C#N)C(=O)N2CCOCC2)N1c1ccccc1
42 | 0 | 12 | 104 | -0.7 | -1 | -23 | 0.2 | 6 | -5 | -1 | COc1ccc2oc(-c3ccccc3)c(C(=O)N3CCOCC3)c2c1
43 | 1 | 23 | 97 | 0.1 | 1 | 5 | -0.1 | -3 | -1 | 6 | COc1ccc(C)cc1S(=O)(=O)N1CCC(C(=O)N2CCOCC2)CC1
44 | 3 | 0 | 95 | -0.8 | 1 | -3 | 0.6 | -8 | -1 | -14 | Cc1ccc2c(c1)C(O)(CC(=O)c1ccc3c(c1)OCO3)C(=O)N2 (configuration not stated)
45 | 4 | -2 | 99 | 0.6 | 1 | . | 0.0 | -3 | -7 | 8 | Cc1onc(-c2ccccc2Cl)c1C(=O)Nc1nnc(C(C)C)s1
46 | -3 | 9 | 112 | 0.1 | -1 | -4 | 0.0 | -2 | -2 | -4 | COc1ccc(OC(=O)OCc2ccccc2)cc1
47 | -8 | 2 | 100 | 0.3 | -3 | -1 | 0.1 | 9 | 0 | 0 | Cc1ccc(OCCSc2ncnc3nc[nH]c23)cc1
48 | 4 | 9 | 93 | -0.8 | 0 | 3 | 0.1 | -10 | -1 | 3 | COc1ccccc1-n1c(CNc2c(C)cccc2C)nnc1SCC(=O)N1CCOCC1

Some of the entries so far, as labelled records.
(16) O=C1C=CC(=Nc2cccc3c2C(=O)c2ccccc2-3)O1
- ABHD5-PLIN5 inh = 6
- MC4R antag cAMP = 6
- ABCB6 inh MLPCN = 104
- MC4R ag barr = -0.6
- Glyco luc inh = -4
- Vif imaging = -1
- aDG glyco act = -0.1
- TLR9-MyD88 inh = -12
- Exocytosis inh = 0
- NOD2-RIPK2 inh = 15
(12) CCN(CC(=O)Nc1ccc(NC(C)=O)cc1)C(=O)CCCOc1ccc(C(C)(C)C)cc1
- ABHD5-PLIN5 inh = -9
- MC4R antag cAMP = 2
- ABCB6 inh MLPCN = 87
- MC4R ag barr = -4.3
- Glyco luc inh = 4
- Vif imaging = -29
- aDG glyco act = 0.1
- TLR9-MyD88 inh = -6
- Exocytosis inh = 16
- NOD2-RIPK2 inh = -1
(23) O=C(c1cc2c([nH]c1=O)CCCC2)N1CCc2c([nH]c3ccccc23)C1c1ccccc1F (configuration not stated)
- ABHD5-PLIN5 inh = -6
- MC4R antag cAMP = -5
- ABCB6 inh MLPCN = 95
- MC4R ag barr = -3.6
- Glyco luc inh = 1
- Vif imaging = -2
- aDG glyco act = -0.6
- TLR9-MyD88 inh = -7
- Exocytosis inh = 19
- NOD2-RIPK2 inh = -1
